APJ antag: antagonists of human apelin receptor APJ, primary screen, CHO-K1 cells, beta-arrestin complementation, luminescence; P35414; inhibition, % at 20 µM; 0.32% of 330,000 active; AID 2521, 2010;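 active = inhibition above about 40% at 20 µM, limit read from the data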;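 also: cells challenged with 10 nM apelin-13 agonist together with compound; plate controls were apelin-13 plus DMSO wells for no effect and DMSO wells lacking apelin-13 for full effect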
Jurkat NFkB inh: inhibitors of induced NF-kB luciferase reporter, primary screen, TCR NF-kB activation inhibitor project, cell-based, luminescence, uHTS; inhibition, % at 4 µM; Jurkat, PMA/ionomycin-induced NF-kB luciferase reporter; AID 435003, 2010; 0.53% of 330,000 active; in the data active = inhibition above about 50%
Mdm2-MdmX inh: inhibitors of human Mdm2-MdmX association, primary screen, cell-based, luminescence, split luciferase, SaOS-2, uHTS; Protein Mdm4 (Homo sapiens) + E3 ubiquitin-protein ligase Mdm2 (Homo sapiens), …; SaOS-2 split-luciferase Mdm2/MdmX complementation; inhibition, % at 8 µM; 3% of 330,000 active; AID 485346, 2010;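 active = inhibition of at least 50% at 8 µM in the primary screen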
Target sequence (O15151 whole entry, looked up): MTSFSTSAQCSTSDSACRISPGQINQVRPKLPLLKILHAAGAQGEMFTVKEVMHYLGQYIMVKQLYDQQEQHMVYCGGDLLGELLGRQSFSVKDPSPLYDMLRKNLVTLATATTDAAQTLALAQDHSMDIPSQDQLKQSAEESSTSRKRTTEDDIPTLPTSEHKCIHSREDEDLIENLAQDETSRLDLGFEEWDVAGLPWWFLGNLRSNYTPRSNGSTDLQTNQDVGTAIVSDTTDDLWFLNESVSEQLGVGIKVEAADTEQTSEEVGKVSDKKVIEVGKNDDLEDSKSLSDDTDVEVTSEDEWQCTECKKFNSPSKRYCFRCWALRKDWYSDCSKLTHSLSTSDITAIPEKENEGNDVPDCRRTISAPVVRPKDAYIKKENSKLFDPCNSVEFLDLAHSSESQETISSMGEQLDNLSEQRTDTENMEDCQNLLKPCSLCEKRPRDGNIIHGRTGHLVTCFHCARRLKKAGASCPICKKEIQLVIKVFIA
Target sequence (Q00987 whole entry, looked up): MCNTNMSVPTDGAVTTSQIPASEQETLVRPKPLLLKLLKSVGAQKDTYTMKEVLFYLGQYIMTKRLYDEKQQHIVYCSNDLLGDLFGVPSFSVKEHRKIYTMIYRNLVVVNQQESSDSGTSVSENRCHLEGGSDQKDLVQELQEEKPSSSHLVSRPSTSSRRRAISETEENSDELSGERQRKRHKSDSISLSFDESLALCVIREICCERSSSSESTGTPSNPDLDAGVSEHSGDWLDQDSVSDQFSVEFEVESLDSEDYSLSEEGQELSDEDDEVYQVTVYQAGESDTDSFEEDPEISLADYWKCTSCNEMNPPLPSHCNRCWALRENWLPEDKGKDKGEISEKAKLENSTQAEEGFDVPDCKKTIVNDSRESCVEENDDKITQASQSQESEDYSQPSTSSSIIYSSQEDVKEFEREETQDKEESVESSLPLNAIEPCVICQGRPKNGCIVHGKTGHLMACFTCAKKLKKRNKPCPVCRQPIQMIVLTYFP
APJ ag: agonists of human apelin receptor APJ, primary screen, CHO-K1 cells, PathHunter beta-arrestin, luminescence; 0% DMSO wells, 100% apelin; activation, % at 20 µM; P35414; 0.11% of 330,000 active;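 active = activation more than six SD over the plate average, tested at 20 µM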;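 also: 0% = DMSO alone and 100% = apelin-13 at 10 nM; some results filed as inactive read as strong as hits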
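Assay system: CHO-K1 cells stably expressing ProLink-tagged human APJ and arrestin–beta-gal acceptor. Compound dosing: 20 µM single point, 1% DMSO. Times: 16-18 h seeding, 90 min dark compound exposure, 60 min detection. Detection: beta-gal luminescence. Evaluation: APJ–arrestin association signal. Controls: negative DMSO alone, positive Apelin-13 at 10 nM.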
UPR CHOP act: activators of apoptotic CHOP UPR arm, primary screen, cell-based, CHO-CHOP luciferase reporter, luminescence, uHTS | UPR activation; percent of tunicamycin response over DMSO baseline | activation, % at 10 µM | 0.34% of 330,000 active | AID 449763, 2010;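 active = at 10 µM dose, activation of 40% or more, normalized to positive control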;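 also: 100% = tunicamycin at 10 µg/mL and 0% = DMSO alone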
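Material: CHO-CHOP cells, stable luciferase reporter of PERK-eIF2a-CHOP signalling; quantity: 500 reporter cells seeded per well; buffer or medium: F12 medium containing 10% fetal bovine serum; compound: one dose, 10 µM in 0.5% DMSO; incubation: 6 h compound treatment, 37 °C; measured by: Steady-Glo luciferase luminescence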
tim23-1 inh: growth inhibitors of tim23-1 mutant yeast, primary screen, luminescence, uHTS; 1.3% of 330,000 active; S. cerevisiae tim23-1 growth, BacTiter-Glo luminescence, 24 h; inhibition, % at 20 µM; AID 463212, 2010;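 active = growth inhibition of the mutant yeast at or above 50%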;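 also: temperature-sensitive mutant grown at 25 °C; plate controls were DMSO-treated mutant yeast for no effect and medium wells lacking yeast for full effect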
697 NFkB inh: inhibitors of PMA/ionomycin-induced NF-kB reporter, 697 cells, primary screen, B-cell NF-kB inhibitor project, cell-based, luminescence, uHTS; 697 B-cell NF-kB luciferase reporter, 16 h; inhibition, % at 4 µM; 0.33% of 330,000 active; in the data active = inhibition above about 35%
UPR XBP1 act: activators of adaptive XBP1 UPR arm, primary screen, cell-based, CHO-XBP1 luciferase reporter, luminescence, uHTS. IRE1-XBP1 UPR activation; percent of tunicamycin response, DMSO as zero. activation, % at 20 µM. 0.33% of 330,000 active. AID 463104, 2010;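 active = versus positive control, 20 µM dose yields 30% or more activation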;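 also: 100% = tunicamycin at 10 µg/mL and 0% = DMSO only wells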
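Material: IRE1-XBP1 luciferase reporter CHO line / Quantity: one thousand reporter cells per well / Buffer or medium: F12 with 10% serum / Compound: 20 µM single concentration, DMSO 1% / Times: 6 h treatment, 37 °C / Detection: Steady-Glo luciferase glow luminescence, 10 min after reagent addition / Benchmarks: tunicamycin high, DMSO low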
* marks the source's active call; other numbers are inactive results.

SMILES	APJ antag	Jurkat NFkB inh	Mdm2-MdmX inh	APJ ag	UPR CHOP act	tim23-1 inh	697 NFkB inh	UPR XBP1 act
O=C(CSc1nc2nn(-c3ccccc3)c(=O)c-2c2n1CCCCC2)c1ccc(OC(F)F)cc1	-15	10	14	-3	2.1	32	21	1
CCOc1ccc2nc(Cl)c(CN(C(=O)c3cnccn3)C3CCCC3)cc2c1	1	11	4	-3	-0.3	29	-17	-3
CC(=O)OCC(=O)[C@@]1(O)CC[C@H]2[C@@H]3CCC4=CC(=O)C=C[C@]4(C)[C@H]3C(=O)C[C@@]21C	8	-9	10	-3	-1.2	12	12	-1
Cc1ccc2cc(CNC(C)C)c(=O)[nH]c2c1	17	7	6	-2	-1.5	1	14	-1
Cc1ccc2c(c1)C(=O)CC(c1ccc3c(c1)OCCO3)O2 (centres undefined)	-1	-16	7	-4	5.4	41	-17	1
Cc1cnc(C(=O)Nc2ccc(S(=O)(=O)N(C(C)C)C(C)C)cc2)cn1	-13	-14	9	1	-1.5	25	6	-6
CC(CN1CCC(n2nccc2NC(=O)CCCc2ccccc2)CC1)c1ccccc1 (centres undefined)	11	13	7	-5	4.7	11	5	1
Cc1ccsc1/C=C1\SC(N2CC(C)OC(C)C2)=NC1=O (centres undefined)	-3	-6	-37	0	2.0	9	13	-1
COc1c2ccoc2c(OC[C@@H](OC(C)=O)C(C)(C)O)c2oc(=O)ccc12	-6	-4	-5	-3	-1.4	3	7	-2
Cc1ccccc1S(=O)Cc1ccc(C(=O)NC2CCN(Cc3ccccc3)CC2)o1 (centres undefined)	8	8	9	-4	1.2	3	6	-11
CNC(=O)NC(=O)CSc1nc2ccccc2n1CCOC	-11	7	-4	8	-2.4	12	-15	-1
COc1ccccc1C(=O)NCC1CCN(c2ccc(S(=O)(=O)N3CCOCC3)cc2)CC1	5	20	22	2	-1.2	15	1	-3
CCCNC(=O)OC[C@H]1O[C@H](CCO/N=C/[C@@H](NS(=O)(=O)c2ccc(C)cc2)[C@H](C)/C=C/CC(=O)OC)C=C[C@@H]1Oc1ccc(OC)cc1	-54	9	21	-7	1.2	6	3	-2
CC(C)CNC(=O)c1c2c(nc3ccccc13)-c1ccccc1CC2	-25	-1	6	1	0.6	-7	3	-2
CCCC(=O)Nc1cc(C)c(NC(=O)Cc2ccccc2)cn1	6	-4	3	-1	0.0	1	3	-3
COc1ccc2nc(N=NC3=C(O)CC(C)(C)CC3=O)sc2c1	17	1	12	-7	-1.1	48	2	-2
O=S(=O)(c1cccc(-c2nnc(-c3ccc(Br)cc3)o2)c1)N1CCCCCC1	6	3	30	-3	0.2	-7	4	1
Cc1ncc2c(c1OC(=O)c1ccc([N+](=O)[O-])cc1)COC(C)(C)OC2	-4	-1	-4	-5	3.0	20	19	2
CC(=O)NCC1(O)CCCC(C)C1 (centres undefined)	-6	7	-1	-2	0.4	2	10	0
CCOC(=O)N1CCN(C(=O)CNC(=O)c2nn(-c3ccc(OC)c(OC)c3)c(=O)c3ccccc23)CC1	5	-12	6	1	5.5	12	1	-2
CCCOC(=O)C1=C(C)N(C)C(=O)NC1c1cc2c(cc1[N+](=O)[O-])OCO2 (centres undefined)	7	-9	3	3	0.9	-3	-10	0
CS(=O)(=O)Nc1ccc(C2=NN(S(C)(=O)=O)C(c3ccccc3)C2)cc1 (centres undefined)	20	-13	-15	1	0.1	-5	-30	-3
CC(=O)Nc1ccc(SCCC2CCCCN2C)cc1 (centres undefined)	8	9	11	-3	0.8	12	6	2
COC(=O)c1ccc(Cl)c(NC(=O)c2cccc([N+](=O)[O-])c2C)c1	-4	7	23	-4	-0.4	-8	11	1
Cc1ccc(C)c(NC(=O)CCC(=O)N/N=C/c2ccc3c(c2)OCO3)c1	7	-4	23	-3	5.9	-1	6	-1

Overlap with the part before: 3 compounds; new compounds follow.
SMILES	APJ antag	Jurkat NFkB inh	Mdm2-MdmX inh	APJ ag	UPR CHOP act	tim23-1 inh	697 NFkB inh	UPR XBP1 act
CC(=O)Nc1ccc(SCCC2CCCCN2C)cc1 (centres undefined)	8	9	11	-3	0.8	12	6	2
COC(=O)c1ccc(Cl)c(NC(=O)c2cccc([N+](=O)[O-])c2C)c1	-4	7	23	-4	-0.4	-8	11	1
Cc1ccc(C)c(NC(=O)CCC(=O)N/N=C/c2ccc3c(c2)OCO3)c1	7	-4	23	-3	5.9	-1	6	-1
CC(=O)Nc1ccc(S(=O)(=O)NC2(C(F)(F)F)N=C(c3ccccc3)NC2=O)cc1 (centres undefined)	10	-15	-26	-3	-0.8	18	9	0
COc1ccc(CCNC(=O)C(=O)NCC2OCCN2S(=O)(=O)c2ccc3c(c2)OCCO3)cc1OC (centres undefined)	-3	-20	13	-1	-0.2	-17	-22	-5
NC(=O)CN1C(=O)C(=O)N(Cc2ccc(Cl)cc2)C1=O	3	-5	5	-3	0.6	-2	4	-3
C=CCNC(=O)Nc1cc(Cl)ccc1OC	5	4	22	-1	1.4	11	3	1
CCCC1=Nc2cc(C(=O)NCCCN3CCOCC3)ccc2Sc2ccccc21	-5	-1	25	-3	2.3	3	2	0
COC(=O)Cc1ccc(NC(=S)Nc2ccc(N3CCOCC3)cc2)cc1	-17	8	13	-3	-0.6	9	7	-2
CC(=O)c1ccc(N2CCCC2)c(F)c1	17	-8	19	-1	2.1	-1	7	-5
CC(C)CC1NC(=O)N(CC(=O)Nc2ccc(OCc3ccccc3)cc2)C1=O (centres undefined)	10	2	-3	2	-0.1	-3	11	3
CCc1ccc(NCc2nc3ccccc3c(=O)[nH]2)cc1	13	-90	-47	-4	2.9	14	-116	1
Cc1cccc2c(=O)c(-c3ccc4c(c3)OCO4)c(NC(=O)c3ccco3)oc12	23	2	13	-1	0.5	47	6	-1
Cc1sc2ncn(CC(=O)NCC(=O)N3CCN(c4ccccc4F)CC3)c(=O)c2c1C	-19	5	-1	5	2.8	-5	-6	-6
CN1CC(=O)N(C)c2nc(Br)n(C)c2C1=O	17	-12	7	-1	-0.4	1	21	-2
COc1cccc(/C=C/C(=O)NNC(=O)c2ccccc2)c1OC	4	-50	-49	-2	1.7	9	-54	0
Cc1ccnc(NC(=O)C2CCCN(S(=O)(=O)c3ccc4[nH]c(=O)ccc4c3)C2)c1 (centres undefined)	1	13	14	1	2.0	4	-2	-3
COc1ccc(C(=O)Nc2ccc(NC(=O)c3cccs3)cn2)cc1	1	-2	32	-3	5.4	-26	4	-4
CCn1cc(C(=O)O)c(=O)c2cc(F)c(N3CCN(C(=O)Nc4ccccc4)CC3)cc21	-6	12	29	-6	0.6	-5	30	-1
CC(=O)N1CCN(CCN2C(C)=CC(=C(C#N)C#N)C=C2C)CC1	-3	-6	-18	0	1.2	3	-25	-2
CCCOc1ccc(C2C(C(=O)c3ccc(C)o3)=C(O)C(=O)N2CCN2CCOCC2)cc1OC (centres undefined)	8	-1	12	-5	0.8	3	2	0
COc1ccc(CCn2c(C)cc(C(=O)CN3C(=O)C(=O)N(Cc4ccco4)C3=O)c2C)cc1	17	50	43	-4	-1.4	22	7	3
COc1ccc(-n2nnc3c(=O)n(CC(=O)N4CCCCC4)cnc32)cc1	9	-3	19	-5	-1.4	12	12	1
N#CCCN(C(=O)COC(=O)CCc1c[nH]c2ccccc12)c1ccc(F)cc1	-2	7	-1	4	-2.5	19	-9	0
CCN(CCO)c1ccc(NC(=S)Nc2cccc(S(=O)(=O)N(C)C)c2)cc1	-12	15	-22	-2	2.2	20	12	-2
C=C1CCN([C@@H](Cc2ccccc2)C(=O)N2CCOCC2)S(=O)(=O)c2ccccc21	4	4	-5	-3	1.2	23	14	-1
O=C(c1ccc(NS(=O)(=O)c2ccc3c(c2)OCCO3)cc1)N1CCCCC1	0	9	-8	-2	-0.3	9	2	-1
O=c1c2c(nc3cc(-c4ccc(Cl)cc4)[nH]n13)CCS2	15	-67	-111	-1	4.1	14	-157	0

2 records drawn at random from those above:
SMILES	APJ antag	Jurkat NFkB inh	Mdm2-MdmX inh	APJ ag	UPR CHOP act	tim23-1 inh	697 NFkB inh	UPR XBP1 act
Cc1ccccc1S(=O)Cc1ccc(C(=O)NC2CCN(Cc3ccccc3)CC2)o1 (centres undefined)	8	8	9	-4	1.2	3	6	-11
COc1ccc2nc(N=NC3=C(O)CC(C)(C)CC3=O)sc2c1	17	1	12	-7	-1.1	48	2	-2

Going on with the list.
SMILES	APJ antag	Jurkat NFkB inh	Mdm2-MdmX inh	APJ ag	UPR CHOP act	tim23-1 inh	697 NFkB inh	UPR XBP1 act
NCCc1nnc(SCc2c(F)cccc2Cl)o1	-13	-3	-2	-6	1.5	2	13	0
O=C(Cn1cc([N+](=O)[O-])ccc1=O)NCC(=O)Nc1ccc(F)c(F)c1F	-1	-6	11	-3	5.3	-4	17	1
COc1ccc(CC2(CO)CCN(S(=O)(=O)c3sccc3C)CC2)cc1	-13	18	-5	-2	0.4	18	7	4
C=CCn1c(-c2cc(-c3ccccc3)sc2N)n[nH]c1=S	7	-6	-2	2	-0.7	4	-12	1
Cc1ccc(/C=N/NC(=O)c2ccc(-n3cnnn3)cc2)cc1	6	17	3	-1	-2.3	-2	21	0
CCCC(=O)Nc1nc(-c2ccc(OC)cc2)cs1	-16	-43	-77	-2	3.9	20	-44	-2
CC(=O)Oc1ccc2c(=O)c(/C=N/c3cc(=O)[nH]c(=S)[nH]3)coc2c1	-11	-8	5	-6	0.6	2	15	-1
O=C(CP(=O)(O)CC(=O)c1ccccc1)c1ccccc1	2	-9	23	-2	-1.5	0	-4	-4
CCOC(=O)c1cnc(SCC(=O)c2ccc3c(c2)OCCO3)nc1N	19	-15	8	-1	0.8	28	10	-3
c1ccc(N2CCN(Cc3cn4ccccc4n3)CC2)cc1	-9	-2	18	-4	-1.1	-18	5	0
O=C(NCc1ccccc1Cl)c1ccc2nc[nH]c2c1	-21	5	-2	0	-0.1	14	8	0
O=C(c1cccc([N+](=O)[O-])c1)N1CCN(c2ccccn2)CC1	-8	-10	-3	-4	-1.8	5	-11	2
Oc1ccc(Br)cc1CNn1cnnc1	6	2	-6	-3	0.1	7	0	1
Cc1ccc(S(=O)(=O)Cc2ccc(C(=O)N3CCN(c4ccc(F)cc4)CC3)o2)cc1	5	20	15	-3	-0.3	19	-12	-4
CCOc1nc(Nc2ccc(OC)c(Cl)c2)nc(OCC)n1	7	3	14	1	-1.8	-1	5	0
Cc1ncc(CO)c2cc(S(=O)(=O)c3ccc(F)cc3)c(=O)oc12	-7	-1	15	-4	-0.2	-1	3	-3
CN1CCN(C(=O)c2ccc3c(c2)N(C)C(=O)/C(=C/c2cccc(Cl)c2)S3)CC1	14	4	46	6	3.9	29	-20	3
CC(=O)Nc1ccc(C(=O)OCCc2ccccc2)cc1	-1	-16	-38	-2	9.3	46	-13	1
CC(C)COc1cc(=O)[nH]c(SCC(C)C)n1	12	2	-20	12	-0.1	9	-44	1
Cc1cc2c(cc1S(=O)(=O)N1CCN(c3cccc(C(F)(F)F)c3)CC1)OCC(=O)N2	-13	-4	17	-2	0.6	5	-26	0
O=C(CSc1ccc(Br)cc1)N1CCN(S(=O)(=O)c2ccccc2)CC1	-4	2	4	-7	0.0	11	9	-4

Source: PubChem BioAssay

This is a random part of the collection (roughly 5% active in at least one column).
